MEP2 TOR yeast: modulators of TOR pathway MEP2-GFP in S. cerevisiae | S. cerevisiae MEP2-GFP strain, flow cytometry GFP, 3 h; 100% = DMSO control level | GFP response vs DMSO, % at 10 µM | 330,000 compounds, 0.51% hits;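 active = GFP response versus DMSO above a set limit, roughly screen mean plus 3 SD, cut at about 180% in these data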;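 also: median GFP fluorescence of the barcode-gated MEP2-GFP cells per well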
LAP4-GFP MLPCN: yeast TOR pathway LAP4-GFP modulation. S. cerevisiae LAP4-GFP multiplex, flow cytometry GFP, 3 h; median GFP as percent of DMSO wells. GFP response vs DMSO, % at 10 µM. 320,000 compounds, 0.34% hits. AID 2023;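 active = GFP response vs DMSO above a set limit, about the screen mean plus 3 SD, cut at about 150% in these data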
RPL19A-GFP yeast: modulators of TOR pathway RPL19A-GFP in S. cerevisiae. S. cerevisiae RPL19A-GFP strain, flow cytometry, 3 h; stronger effect = lower value. percent response vs DMSO, % at 10 µM. 330,000 compounds, 0.3% hits;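 active = percent response vs DMSO below 50%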;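 also: median channel GFP fluorescence of the barcoded RPL19A-GFP strain; ratio of sample median GFP to plate DMSO average so 100% = DMSO; lower means less RPL19A-GFP as with rapamycin TOR inhibition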
proCasp3 act: activators of human procaspase-3 | AID 463141 | 330,000 compounds, 0.11% hits | activation, % at 8.5 µM | P42574 | recombinant procaspase-3 D3A, Ac-DEVD-pNA absorbance 405 nm;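 active = activation above the mean of all tested compounds plus 3 SD, cut at about 21% in these data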;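 also: 0% = DMSO alone and 100% = DMSO wells spiked with extra 5 µM PC-3 D3A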
Target sequence (P42574 whole entry D9A/D28A/D175A): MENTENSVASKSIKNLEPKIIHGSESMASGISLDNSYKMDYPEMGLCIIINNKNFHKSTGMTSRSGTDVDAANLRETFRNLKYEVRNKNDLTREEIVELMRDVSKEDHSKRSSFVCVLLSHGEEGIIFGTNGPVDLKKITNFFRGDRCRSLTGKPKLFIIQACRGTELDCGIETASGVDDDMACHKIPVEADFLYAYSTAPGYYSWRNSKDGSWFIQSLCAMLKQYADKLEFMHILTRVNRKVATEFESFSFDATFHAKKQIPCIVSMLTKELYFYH
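System: Procaspase-3 D3A mutant. Medium: Zinc-free 300 mM NaCl, 50 mM HEPES, 0.01% Triton X-100. Schedule: 1 h preincubation plus 2 h reaction at 25 °C. Measured by: 405 nm absorbance of p-nitroaniline, reads at 0 and 120 min. Read-out: percent activation relative to control range.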
ZTA DNA inh: ZTA (EBV) inhibition in EBNA-1 counter-screen; P03206; ZTA-DNA binding, fluorescence polarization; inhibition, % at 11 µM; 320,000 compounds, 0.15% hits; in the data active = inhibition above about 33%
proCasp7 act: counter-screen for procaspase-3 activators: activators of human procaspase-7. P55210. recombinant procaspase-7, Ac-DEVD-pNA absorbance 405 nm; D23A/D198A/D206A triple mutant, cannot self-cleave; scale: DMSO 0, 5 µM enzyme 100. activation, % at 8.5 µM. 330,000 compounds, 0.093% hits. AID 463210;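 active = percent activation above the screen-wide mean plus 3 SD, cut at about 25% in these data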
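Material: Procaspase-7 triple mutant (PC-7 D3A) | Quantity: 2 µM procaspase-7 mutant as dispensed | Reagent: DEVD-pNA substrate | Times: 1 h preincubation, 2 h reaction | Technique: 405 nm absorbance of p-nitroaniline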
EBNA-1 inhibitor: blocks EBNA-1 binding to DNA; AID 1950; EBNA-1 DNA binding, fluorescence polarization; inhibition, % at 14.8 µM; 300,000 compounds, 0.34% hits; in the data active = inhibition above about 28%
AHR activator: human AHR activation. P35869. AHR-responsive luciferase reporter cells, luminescence. activation, % at 5 µM. 320,000 compounds, 2.5% hits; in the data active = activation above about 47%;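 also: 0% = vehicle wells and 100% = reference agonist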
Target sequence (P35869 whole entry, looked up): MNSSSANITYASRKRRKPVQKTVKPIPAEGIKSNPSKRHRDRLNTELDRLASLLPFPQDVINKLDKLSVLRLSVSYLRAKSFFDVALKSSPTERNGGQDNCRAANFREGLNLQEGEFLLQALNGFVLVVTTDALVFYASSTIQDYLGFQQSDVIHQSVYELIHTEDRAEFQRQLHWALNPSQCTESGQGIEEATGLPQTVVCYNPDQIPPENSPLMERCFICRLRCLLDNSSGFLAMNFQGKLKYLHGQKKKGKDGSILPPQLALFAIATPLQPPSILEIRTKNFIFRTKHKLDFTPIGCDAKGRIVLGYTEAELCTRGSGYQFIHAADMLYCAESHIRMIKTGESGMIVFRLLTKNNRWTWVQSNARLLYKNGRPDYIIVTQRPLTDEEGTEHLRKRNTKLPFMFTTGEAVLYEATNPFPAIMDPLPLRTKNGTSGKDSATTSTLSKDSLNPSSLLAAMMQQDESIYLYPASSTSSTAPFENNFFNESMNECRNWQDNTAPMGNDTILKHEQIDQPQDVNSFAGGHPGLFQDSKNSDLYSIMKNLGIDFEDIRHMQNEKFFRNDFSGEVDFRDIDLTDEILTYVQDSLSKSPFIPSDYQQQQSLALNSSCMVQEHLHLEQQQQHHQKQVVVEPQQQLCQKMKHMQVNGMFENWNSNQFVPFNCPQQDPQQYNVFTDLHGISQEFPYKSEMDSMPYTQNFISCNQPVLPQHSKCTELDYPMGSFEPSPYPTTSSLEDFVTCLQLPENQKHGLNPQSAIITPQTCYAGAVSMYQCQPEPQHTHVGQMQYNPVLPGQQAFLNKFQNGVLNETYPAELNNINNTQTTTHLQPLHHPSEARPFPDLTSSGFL
* hit, by the source's call; · = no result given.

SMILES	MEP2 TOR yeast	LAP4-GFP MLPCN	RPL19A-GFP yeast	proCasp3 act	ZTA DNA inh	proCasp7 act	EBNA-1 inhibitor	AHR activator
CC(C)c1[nH]c(=O)c(C#N)c2c1CSC(C)(C)C2	92	86	95	-2	18	6	1	1
CCOc1ccc(/C(CCC(=O)O)=N/NC(=O)c2cccc(S(=O)(=O)Nc3ccccc3OC)c2)cc1	108	91	104	8	·	-3	·	3
CCCCCCC1CC(=O)NC(=O)N1 (stereo not given)	105	117	99	-2	-13	11	-14	-2
CN(C)S(=O)(=O)c1ccc(C(=O)Nc2ccc(Cl)cc2)cc1	88	92	103	6	-17	3	-13	-6
Cc1cccc(C)c1NC(=O)CN(C)C(=O)c1cc(S(=O)(=O)N(C)C)ccc1N1CCCC1	93	95	87	14	1	-5	-4	0
Cc1cc(C)n2nc(C(=O)OCC(=O)N(C)CC(=O)Nc3ccc(F)cc3)nc2n1	115	115	110	5	-10	0	·	2
Cc1ccc(C(C(=O)NCc2ccc(F)cc2)N(C(=O)c2csnn2)C2CC2)cc1 (stereo not given)	105	98	103	2	-18	-1	2	0
CCC(C)NS(=O)(=O)c1ccc(NC(=O)CCC2CCCCC2)cc1 (stereo not given)	119	96	101	3	9	0	6	-4
CCS(=O)(=O)c1ccc(O)c(NC(=O)/C=C/c2ccc(Cl)cc2)c1	97	99	92	1	-21	3	-3	5
Cn1cccc1CC(=O)N/N=C/c1ccc(Cl)cc1	98	100	98	-4	16	-21	5	4
COc1ccccc1CNC(=O)C1CC(=O)N(C2CCCC2)C1 (stereo not given)	105	106	97	1	-3	6	7	-1
COc1ccc(CN(C)C(c2ccccc2)c2nnnn2-c2ccccc2C)c(OC)c1C (stereo not given)	102	106	102	-1	-11	3	-15	8
O=C(NCC1CCCO1)C(=O)NCC(c1ccco1)N1CCN(c2ccccc2)CC1 (stereo not given)	105	100	107	6	-3	11	-7	3
COc1ccc(OC(C)C(=O)N2CCN(c3ccccn3)CC2)cc1 (stereo not given)	110	89	94	5	-25	5	-4	4
CC1CCCCN1C(=O)c1cc2ccccc2cc1O (stereo not given)	101	103	103	0	6	-2	-5	0
Cn1nc(C(=O)NCc2ccccc2)c2ccccc2c1=O	100	96	98	7	-4	5	3	0
OC(c1ccc(Cl)cc1Cl)C(Cc1cccnc1)n1cncn1 (stereo not given)	100	95	106	0	2	7	2	0
O=C(CSc1nc(C(F)(F)F)cc(=O)[nH]1)N1CCCC1	99	111	105	4	-6	5	-1	-2
O=C(NC(Cc1ccccc1)C(=O)O)c1ccccc1 (stereo not given)	98	95	98	-3	2	12	-1	2
O=c1cc(-c2ccccc2)oc2ccc(Br)cc12	105	116	99	11	·	4	·	99*
O=C(CN1CCc2[nH]c3ccccc3c2C1)N1CCCCC1	96	102	99	-13	3	4	-4	26
CCN(C(=O)Cc1cccs1)c1nnc(-c2cccnc2)s1	89	96	97	-2	-23	-8	-1	28
CCOc1ccc(CN(C(=O)c2cccs2)C2CCS(=O)(=O)C2)cc1 (stereo not given)	102	85	109	2	4	0	2	-1
O=C(CCS(=O)(=O)c1ccccc1)Nc1ccccc1-c1nc2ccccc2s1	99	89	96	-4	4	0	13	12

Continued (2 carried over from the part before).
SMILES	MEP2 TOR yeast	LAP4-GFP MLPCN	RPL19A-GFP yeast	proCasp3 act	ZTA DNA inh	proCasp7 act	EBNA-1 inhibitor	AHR activator
CCOc1ccc(CN(C(=O)c2cccs2)C2CCS(=O)(=O)C2)cc1 (stereo not given)	102	85	109	2	4	0	2	-1
O=C(CCS(=O)(=O)c1ccccc1)Nc1ccccc1-c1nc2ccccc2s1	99	89	96	-4	4	0	13	12
COC(C(=O)N1CCC(n2nccc2NC(=O)C2CC2)CC1)c1ccccc1 (stereo not given)	107	103	99	0	-16	8	1	2
Cc1cccc(CN2CCN(c3ncccn3)CC2)c1	111	97	99	8	-2	-3	0	1
COc1ccccc1C1SCCN1S(=O)(=O)c1cccc(C(F)(F)F)c1 (stereo not given)	91	92	92	2	2	0	-6	1
Cc1cc(N)nc(C)c1C#N	114	96	107	-4	-18	-4	-20	-2
O=S(=O)(NCc1ccccc1)c1ccc(S(=O)(=O)N(Cc2cccs2)CC2CCCO2)cc1 (stereo not given)	104	106	99	3	17	-6	35*	2
C(=N\N(c1ccccc1)c1ccccc1)/c1ccc2c(c1)OCO2	93	93	112	-2	-15	5	-1	17
CCn1cc(C2CC(=O)NC2=O)c2ccccc21 (stereo not given)	94	102	96	5	7	-5	2	1
Cc1cc(C(=O)OCC(=O)NC2CC2)ccc1[N+](=O)[O-]	102	104	104	10	-14	10	·	0
Brc1ccc(-c2nnc(-c3ccccc3)o2)o1	100	86	94	8	-8	9	0	71*
COc1ccc(CCC(C)Nc2cccc(C)c2)cc1 (stereo not given)	102	104	96	-7	2	-5	-4	-1
O=C(c1cnccn1)N1CCN(S(=O)(=O)c2ccc3ccccc3c2)CC1	118	106	105	-2	11	5	-12	0
Cc1cccc(C(=O)NC(NC(=S)Nc2ccc(S(N)(=O)=O)cc2)C(Cl)(Cl)Cl)c1 (stereo not given)	93	91	99	1	-7	-7	-2	-4
COc1ccc(CCN2CC(C(=O)OC(C)C(=O)Nc3cccc(Cl)c3)CC2=O)cc1OC (stereo not given)	91	96	92	4	-9	18	·	-2
O=C(Cc1ccc([N+](=O)[O-])cc1)N1CCCCCC1	100	103	97	1	5	2	5	1
CC1=CC(=O)N(c2ccc(C)cc2)C1c1ccc(Cl)cc1 (stereo not given)	94	85	94	7	-10	-9	9	3
CCNC(=O)C(=O)N1CCC2(CC1)OCCN2S(=O)(=O)c1ccc(C)cc1	108	97	106	10	-5	2	-17	-2
COc1ccc(OC)c(S(=O)(=O)N2CCC(C(=O)Nc3cccc(C)c3)CC2)c1	102	105	97	-3	4	3	-14	10
CCOc1ccccc1NC(=O)C(=O)/C=C(\O)c1cc(OC)ccc1OC	104	100	97	3	10	-8	0	4
Clc1cccc(CN2CCc3c([nH]c4ccccc34)C2)c1	105	100	103	-6	-13	-9	-12	21
O=C(O)COCC(=O)NCc1csc2ccccc12	96	·	104	2	1	11	-14	-1
CCn1c(SCC(=O)Nc2ccccc2)nnc1C1CCCCC1	118	104	104	8	1	6	-4	0
COc1ccc(OC)c2sc(N(CCN(C)C)C(=O)/C=C/c3cccs3)nc12	105	97	100	-8	22	-14	-15	29
COc1ccc(CC2(C)OC(c3ccc([N+](=O)[O-])cc3)=NN2C(C)=O)cc1 (stereo not given)	92	133	90	5	-15	-3	-3	-1
Nc1cc(N)nc(SCC(=O)Nc2cc(S(=O)(=O)N3CCOCC3)ccc2Cl)n1	88	70	98	6	-10	-4	-12	2
Cc1ccc(S(=O)(=O)Nc2ncnc3ccccc23)cc1	108	99	103	-2	-5	3	-9	21
COCCNC(=S)NNC(=O)c1ccco1	95	93	93	11	-9	6	0	2
CC(Sc1nnc(-c2cccs2)n1N)C(=O)NCC1CCCO1 (stereo not given)	100	91	99	1	-13	12	-10	2
Cc1cc(=O)oc2c(CN3CCC(C)CC3)c(O)c(Cl)cc12	95	104	98	1	-2	-3	-2	10
COc1ccc2c(c1)C(C)=CC(C)(C)N2C(=O)C(C)N1C(=O)c2ccccc2C1=O (stereo not given)	99	97	93	16	19	4	17	0
O=C(Nc1ccc2c(c1)S(=O)(=O)N=C1CCCCCN12)c1ccccc1Cl	64	107	95	1	4	1	-5	2
Cc1ccsc1C(=O)NC1CCCCC1C (stereo not given)	99	109	99	1	0	13	·	0
Cc1cc(C(=O)N/N=C/c2ccc([N+](=O)[O-])s2)c2ccccc2n1	103	95	98	-10	4	0	-5	5
CCOC(=O)Nc1oc2ccccc2c(=O)c1CN1CCOCC1	102	105	94	2	-8	13	0	7
CC(C)C[C@H](NC(=O)Nc1cccc(Cl)c1)C(=O)O	100	99	97	-9	6	15	-5	1
Cc1ccc(NC(=O)c2ccc(OC(=O)C(C)Oc3ccc(Cl)cc3C)cc2)cc1 (stereo not given)	103	94	102	6	16	-10	-1	2
Cc1ccc2c(c1)N(C(=O)CCC(=O)N1CCOCC1)CCO2	104	104	103	1	11	5	20	1
COc1ccc(/C=C/C(=O)NC2CCN(Cc3ccccc3)CC2)cc1OC	106	102	100	4	-17	3	-1	0
C=CCc1cccc2cc(C(=O)OCC)c(=O)oc12	103	90	102	-2	-14	-12	-1	-1
O=C(CNc1ccccc1)Nc1ccc(F)cc1	99	95	92	2	6	-6	1	3
CC(C)OC(=O)CSc1nnc(COc2ccc([N+](=O)[O-])cc2)n1C	96	94	94	6	11	-1	-14	-3
O=C(Nc1ccc(S(=O)(=O)Nc2ncccn2)cc1)c1ccc(Br)s1	105	102	·	9	0	6	4	-2
O=C(NCCc1cccc(F)c1)[C@@H]1CSC2c3ccccc3C(=O)N21 (stereo not given in full)	96	97	94	-1	-4	-12	1	5
COc1ccc([N+](=O)[O-])cc1NC(=O)c1ccc(CN(c2ccccc2)S(C)(=O)=O)cc1	104	92	106	13	8	-17	-3	10
CSc1nnc(N(CCC#N)CCC#N)s1	104	94	98	-8	-3	9	4	-1
COc1ccc(N2C(=O)CSC23C(=O)N(CC(=O)NC2CCCC2)c2ccccc23)cc1 (stereo not given)	127	99	112	3	5	0	-4	3
CCOc1ccc(NC(=O)CC2C(=O)Nc3ccccc3N2C(=O)c2ccccc2)cc1 (stereo not given)	104	109	102	11	19	3	4	1
Cc1ccccc1OCCCC(=O)Nc1ccc(N2CCOCC2)cc1	106	103	99	-3	0	-3	-13	2
CS(=O)(=O)c1ccc(C(=O)Nc2ccc(N3CCCC3)cc2)c(Cl)c1	94	95	96	0	-6	2	5	-5
O=C(COc1ccc(Cl)cc1)N(Cc1cccs1)C1CCS(=O)(=O)C1 (stereo not given)	97	99	104	2	-22	-4	-8	6
CCOC(=O)N=S(N)(=O)c1ccc(Cl)cc1 (stereo not given)	100	97	100	9	6	2	6	0
COc1ccc(C(CC(=O)NC(C)c2ccc(-c3ccccc3)cc2)NC(C)=O)cc1 (stereo not given)	107	113	102	-4	14	6	10	0
CC(C)(C)c1ccc(C(=O)Nc2ncn[nH]2)cc1	106	114	104	0	5	0	11	70*
Cn1cccc1Cc1nnc(SCC(=O)N2CCCCCC2)n1-c1ccc(F)cc1	103	101	99	-5	18	-14	5	0

Structures above containing a thiophene ring, fused or not:
SMILES	MEP2 TOR yeast	LAP4-GFP MLPCN	RPL19A-GFP yeast	proCasp3 act	ZTA DNA inh	proCasp7 act	EBNA-1 inhibitor	AHR activator
CCN(C(=O)Cc1cccs1)c1nnc(-c2cccnc2)s1	89	96	97	-2	-23	-8	-1	28
CCOc1ccc(CN(C(=O)c2cccs2)C2CCS(=O)(=O)C2)cc1 (stereo not given)	102	85	109	2	4	0	2	-1
O=S(=O)(NCc1ccccc1)c1ccc(S(=O)(=O)N(Cc2cccs2)CC2CCCO2)cc1 (stereo not given)	104	106	99	3	17	-6	35*	2
O=C(O)COCC(=O)NCc1csc2ccccc12	96	·	104	2	1	11	-14	-1
COc1ccc(OC)c2sc(N(CCN(C)C)C(=O)/C=C/c3cccs3)nc12	105	97	100	-8	22	-14	-15	29
CC(Sc1nnc(-c2cccs2)n1N)C(=O)NCC1CCCO1 (stereo not given)	100	91	99	1	-13	12	-10	2
Cc1ccsc1C(=O)NC1CCCCC1C (stereo not given)	99	109	99	1	0	13	·	0
Cc1cc(C(=O)N/N=C/c2ccc([N+](=O)[O-])s2)c2ccccc2n1	103	95	98	-10	4	0	-5	5
O=C(Nc1ccc(S(=O)(=O)Nc2ncccn2)cc1)c1ccc(Br)s1	105	102	·	9	0	6	4	-2
O=C(COc1ccc(Cl)cc1)N(Cc1cccs1)C1CCS(=O)(=O)C1 (stereo not given)	97	99	104	2	-22	-4	-8	6

An unsorted share of the library; about 3.8% have a hit in one of these screens.
